Source: PubChem BioAssay (several laboratories)
NSD2 HMT inh = NSD2 histone methyltransferase inhibitors, primary screen, biochemical, AlphaScreen, single concentration, set 2; Histone-lysine N-methyltransferase NSD2 (Homo sapiens), O96028; actives 0.54% (n = 310,000); NSD2 peptide methylation, 120 min; inhibition, % at 12.5 µM; in the data active means inhibition above about 50%
HTR5A ag ctr = HTR5A agonists in luminescence cell assay, primary screen, counter-screen for OPRM1-OPRD1 heterodimer agonist project, full-deck HTS | 5-hydroxytryptamine receptor 5A (Homo sapiens), P47898 | cell-based | activation, % at 9.3 µM | actives 0.61% (n = 340,000); in the data active means activation mostly above about 9.5%, no sharp cut-off; inactive means mostly below about 7.6%;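 further: 0% = cells with vehicle only and 100% = reference agonist; strong numbers were not always called active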
Target sequence (P47898 whole entry, looked up): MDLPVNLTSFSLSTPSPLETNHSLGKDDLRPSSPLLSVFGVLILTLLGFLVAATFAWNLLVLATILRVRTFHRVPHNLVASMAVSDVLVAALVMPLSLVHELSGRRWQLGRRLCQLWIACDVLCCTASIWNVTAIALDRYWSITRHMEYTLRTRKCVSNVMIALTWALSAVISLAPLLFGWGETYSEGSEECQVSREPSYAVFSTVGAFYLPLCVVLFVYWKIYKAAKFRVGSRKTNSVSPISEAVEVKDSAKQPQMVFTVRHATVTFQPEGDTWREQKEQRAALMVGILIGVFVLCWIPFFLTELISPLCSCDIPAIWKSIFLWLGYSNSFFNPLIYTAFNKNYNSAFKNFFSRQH
V-ATPase pHluor = regulators of yeast V-ATPase proton pumping, primary screen, pHLuorin cytosolic pH fluorescence; AID 504577, 2011; response, % at 10 µM; S. cerevisiae; actives 0.37% (n = 350,000); in the data active means response mostly above about 7.3%, no sharp cut-off; inactive means mostly below about 5.4%; further: actives read high; inactives centre near 0; some compounds called inactive have numbers as strong as hits; reference of the scale not given here
MITF act = activators of MITF-driven TRPM1 promoter reporter, primary screen, cell-based, SK-MEL-5, luciferase, single point; SK-MEL-5 TRPM1-promoter luciferase, 24 h; % of positive control, neutral wells = 0; activation, % at 12.5 µM; actives 0.75% (n = 300,000); AID 588334, 2011;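 active means mean activation of at least 80% with every replicate also reaching 80%; inconclusive means mean reaches 80% but some replicate falls short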;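 further: 0% = neutral control wells and 100% = parthenolide positive control wells; values of inactives mirror those of a sister screen read the other way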
PvdQ inh = P. aeruginosa PvdQ acylase inhibitors, primary screen, biochemical, fluorescence, plate reader and imaging, single point; PvdQ acylase [Pseudomonas aeruginosa LESB58]; purified PvdQ acylase; inhibition, % at 10 µM; actives 0.063% (n = 340,000); AID 488965, 2010; in the data active means inhibition above about 30%, passing the limit was not always enough; inconclusive means no clear call, values can overlap the other calls;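 further: 0% = vehicle neutral wells and 100% = reference inhibitor wells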
dFosB activator = activators of delta FosB homodimer, primary screen, biochemical, fluorescence polarization, TAMRA-CDK5 oligo, single point. Protein FosB (Mus musculus), P13346. purified delta FosB; percent of positive-control signal above neutral wells. activation, % at 25 µM. actives 0.99% (n = 340,000). AID 493131, 2011;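 active means mean activation above about 17%, with every replicate also reaching it, limit read from the data, passing the limit was not always enough; inconclusive means only one of the two conditions met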;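 further: fluorescence polarization rise as delta FosB binds a TAMRA Cdk5 AP-1 oligo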
HTR5A inv ctr = HTR5A inverse agonists in luminescence cell assay, primary screen, counter-screen for OPRM1-OPRD1 heterodimer inverse agonist project, full-deck HTS; HTR5A cell line, inverse agonism; inhibition, % at 9.3 µM; actives 0.083% (n = 340,000); AID 504634, 2011; in the data active means inhibition mostly above about 23%, no sharp cut-off; inactive means mostly below about 18%;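 further: 0% = cells with DMSO and 100% = no-cell wells with DMSO; some compounds called inactive have numbers as strong as hits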
Wnt act = Wnt/beta-catenin pathway activators, primary screen, cell-based, plate reader, single point; Wnt/beta-catenin reporter cell assay, activator; activation, % at 9.35 µM; actives 1.2% (n = 300,000); AID 743398, 2014; in the data active means activation above about 30%, passing the limit was not always enough; inconclusive means no clear call, values can overlap the other calls;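 further: 0% = neutral control wells and 100% = positive control wells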
SR-BI DiI inh = inhibitors of SR-BI mediated HDL lipid uptake, primary screen, ldlA[mSR-BI] cells, fluorescence, single point. Scavenger receptor class B member 1 (Mus musculus), Q61009. ldlA[mSR-BI] CHO cells, DiI-HDL uptake fluorescence, 3 h. inhibition, % at 12.5 µM. actives 0.96% (n = 320,000). AID 488896, 2010;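 active means mean replicate inhibition of at least 70% and a set share of replicates each scoring 70 or more; inconclusive means meets just one of the two criteria; inactive means fails both criteria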;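 further: 0% = median of neutral control wells and 100% = median of positive control wells; values of inactives mirror those of a sister screen read the other way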
CDK5 inh = inhibitors of human CDK5/p35 kinase, primary screen, biochemical, single concentration. actives 0.01% (n = 330,000). inhibition, % at 10 µM. Recombinant CDK5/p35, ADP-Glo luminescence, 60 min;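 active means highest replicate inhibition of at least 50% and at least 75% of replicates reaching 50%; inconclusive means only one of the two criteria met; inactive means both criteria failed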;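 further: plate controls were DMSO neutral control for no effect and GW8510 at 10 µM for full effect; many of its hits are not listed in these tables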
Target sequence (Q00535 whole entry, looked up): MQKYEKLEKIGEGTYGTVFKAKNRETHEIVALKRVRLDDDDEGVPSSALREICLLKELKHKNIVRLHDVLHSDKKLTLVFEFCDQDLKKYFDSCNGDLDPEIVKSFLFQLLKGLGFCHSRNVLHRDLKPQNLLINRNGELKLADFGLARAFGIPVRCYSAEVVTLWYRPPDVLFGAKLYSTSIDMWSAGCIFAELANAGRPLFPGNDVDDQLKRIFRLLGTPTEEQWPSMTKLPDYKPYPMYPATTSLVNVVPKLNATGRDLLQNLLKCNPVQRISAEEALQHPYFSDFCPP
Target sequence (Q15078 whole entry, looked up): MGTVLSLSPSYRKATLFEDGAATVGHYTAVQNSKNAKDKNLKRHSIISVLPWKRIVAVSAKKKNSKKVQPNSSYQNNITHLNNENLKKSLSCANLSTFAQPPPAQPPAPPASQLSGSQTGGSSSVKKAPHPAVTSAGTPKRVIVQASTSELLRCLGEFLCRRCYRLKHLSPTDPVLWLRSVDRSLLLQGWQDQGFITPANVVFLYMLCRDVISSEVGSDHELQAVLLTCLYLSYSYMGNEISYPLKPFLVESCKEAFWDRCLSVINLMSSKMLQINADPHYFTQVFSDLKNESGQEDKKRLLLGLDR
An asterisk follows results filed as active; ? = inconclusive; . = not tested or not shown.

A first look (seven entries):
cpd	Molecule	NSD2 HMT inh	HTR5A ag ctr	V-ATPase pHluor	MITF act	PvdQ inh	dFosB activator	HTR5A inv ctr	Wnt act	SR-BI DiI inh	CDK5 inh
1	C=CCn1c(COc2ccccc2)nc2ccccc21	1.1	-3.1	-3.6	28.0	-6.8	-7.6	11.5	4.4	3.0	0.4
2	COC(=O)C1(c2ccccc2)NC(c2cccs2)C2C(=O)N(c3ccccc3)C(=O)C21 (stereo not drawn)	-1.5	6.9	2.6	9.3	-17.3	-14.8	-8.6	.	-6.0	0.3
3	COc1ccc(NC(=O)c2cc([N+](=O)[O-])ccc2N2CCCCC2)cc1OC	2.5	-1.0	1.2	-22.9	-4.2	-0.5	3.7	-2.8	?	-1.3
4	Cn1nnnc1SCCOc1ccc(C#N)cc1	1.0	-1.2	-0.9	14.8	-16.3	-4.2	10.2	.	15.3	-0.4
5	Cc1nc(-c2ccccc2)sc1-c1nc(-c2ccncc2)ncc1S(=O)(=O)c1ccccc1	-0.2	0.9	2.0	3.3	-16.3	4.2	0.7	.	23.8	-1.3
6	CCCNC(=O)C(=O)Nc1ccc2c(c1)N(S(=O)(=O)c1cccs1)CCC2	-1.5	-1.7	4.0	-18.1	-13.5	-2.4	5.0	-3.9	13.9	1.1
7	COc1ccc(CCNC(=O)CNCC(c2ccccc2)N(C)C)cc1OC (stereo not drawn)	0.2	-0.6	1.1	4.2	-15.2	0.8	2.2	-0.3	.	0.3

The listing (from the top)
cpd	Molecule	NSD2 HMT inh	HTR5A ag ctr	V-ATPase pHluor	MITF act	PvdQ inh	dFosB activator	HTR5A inv ctr	Wnt act	SR-BI DiI inh	CDK5 inh
1	C=CCn1c(COc2ccccc2)nc2ccccc21	1.1	-3.1	-3.6	28.0	-6.8	-7.6	11.5	4.4	3.0	0.4
2	COC(=O)C1(c2ccccc2)NC(c2cccs2)C2C(=O)N(c3ccccc3)C(=O)C21 (stereo not drawn)	-1.5	6.9	2.6	9.3	-17.3	-14.8	-8.6	.	-6.0	0.3
3	COc1ccc(NC(=O)c2cc([N+](=O)[O-])ccc2N2CCCCC2)cc1OC	2.5	-1.0	1.2	-22.9	-4.2	-0.5	3.7	-2.8	?	-1.3
4	Cn1nnnc1SCCOc1ccc(C#N)cc1	1.0	-1.2	-0.9	14.8	-16.3	-4.2	10.2	.	15.3	-0.4
5	Cc1nc(-c2ccccc2)sc1-c1nc(-c2ccncc2)ncc1S(=O)(=O)c1ccccc1	-0.2	0.9	2.0	3.3	-16.3	4.2	0.7	.	23.8	-1.3
6	CCCNC(=O)C(=O)Nc1ccc2c(c1)N(S(=O)(=O)c1cccs1)CCC2	-1.5	-1.7	4.0	-18.1	-13.5	-2.4	5.0	-3.9	13.9	1.1
7	COc1ccc(CCNC(=O)CNCC(c2ccccc2)N(C)C)cc1OC (stereo not drawn)	0.2	-0.6	1.1	4.2	-15.2	0.8	2.2	-0.3	.	0.3
8	CC(C)C(=O)NC(=S)Nc1ccc(S(=O)(=O)Nc2ccccc2)cc1	0.9	-3.7	-2.6	-2.5	-4.9	-9.8	12.9	-1.9	-11.6	1.2
9	COC(=O)c1cc2sccc2n1Cc1ccc(C)cc1	0.9	3.3	-7.6	10.2	-10.4	4.5	-7.7	.	16.9	1.2
10	CCOC(=O)C1=NN(c2ccc(Cl)cc2)/C(=C/C2=NCCc3cc(OC)c(OC)cc32)S1	1.7	4.5	-3.4	.	-11.1	0.3	6.5	-1.0	45.6	1.3
11	Cc1ccn2cc(-c3cccc([N+](=O)[O-])c3)nc2c1	.	-1.0	5.7	57.1	8.0	-4.4	2.9	-0.8	7.8	0.1
12	O=C(Nc1ccc(F)c(F)c1)C1CCN(S(=O)(=O)c2cccc3nonc23)CC1	17.4	16.9*	-3.3	-0.7	6.7	3.5	-11.8	-3.6	9.5	-0.2
13	CCOc1ccc(CC(=O)N/N=C(\C)c2cccnc2)cc1OCC	-4.8	9.0	-2.0	-15.2	-4.9	-3.1	-32.9	-1.6	-15.2	-2.6
14	CC(=O)Nc1ccc(C(C#N)c2ccccc2)cc1 (stereo not drawn)	-1.9	0.2	-2.4	6.1	-9.1	0.9	-0.6	1.4	-11.9	0.9
15	O=S(=O)(c1cccc2nsnc12)N1CCN(c2ncccn2)CC1	.	1.2	0.8	.	-6.6	2.2	5.7	-1.5	-2.5	0.2
16	Cc1[nH]c(=O)c(C(=O)/C=C/c2ccccc2)c2c1CCCC2	47.9	-2.7	2.0	-5.1	2.9	-1.4	35.8	.	-9.0	-1.3
17	Brc1ccc(C2=Nn3cnnc3SC2)cc1	-0.5	-1.9	0.6	-19.8	-3.9	-3.2	5.3	-0.1	-6.5	-1.3
18	O=C(CCN1CCOCC1)N1CCc2c([nH]c3ccccc23)C1c1cccc(Cl)c1 (stereo not drawn)	-0.4	-0.8	-0.8	-14.1	-13.7	-3.5	2.0	-18.8	63.0	2.4
19	COc1ccccc1CCc1nnc(CCC(=O)NC(C)Cc2cccnc2)o1 (stereo not drawn)	-1.2	1.3	2.2	-11.0	-18.4	4.4	-3.3	.	14.1	-0.1
20	Cc1cccc(C)c1NC(=O)CS(=O)CC(=O)N1CCN(c2ccccc2)CC1 (stereo not drawn)	-5.0	3.8	0.3	5.7	4.8	-2.1	-10.1	-0.1	-14.0	0.5
21	O=C(O)c1cccc(N2C(=O)c3cccc4cccc(c34)C2=O)c1	0.6	3.9	0.4	3.4	2.6	-3.8	-6.0	0.1	-3.6	0.4
22	O=C(CN1CCCN(Cc2ccc(F)cc2Cl)C1=O)NC1CCCC1	-3.0	1.7	2.2	-3.0	5.8	5.3	6.7	4.0	.	2.8
23	O=S(=O)(Nc1ccc(-n2cccc2)cc1)c1ccc(F)cc1	9.0	0.4	0.9	-4.4	-3.3	-20.0	8.8	-1.5	-3.3	-2.5
24	Cc1ccc(C(C)(C)C)cc1S(=O)(=O)N1CCC(C(=O)N2CCN(c3ccc(O)cc3)CC2)CC1	1.0	11.2	1.9	-21.8	6.0	-15.4	-31.1	-14.2	13.7	-1.6
25	CC(C)C(=O)N1CCC(c2nc(-c3ccc(S(=O)(=O)N4CCCC4)cc3)no2)CC1	0.0	2.3	3.6	-2.3	1.7	-19.1	-2.7	.	12.9	-1.3
26	CCOc1ccc(-c2nc(N)ncc2Oc2cccc(OC)c2)c(O)c1	-1.4	-3.0	-2.6	4.3	-21.5	-5.7	10.9	.	46.0	0.4
27	CCCn1c(Sc2nnnn2-c2ccccc2)n[nH]c1=O	-1.7	1.8	4.6	.	-13.4	-5.1	-27.9	1.4	-79.6	-1.1
28	CSc1nc2c(c(=O)[nH]1)C(c1ccc(Br)cc1)CC(=O)N2 (stereo not drawn)	-0.5	.	0.9	0.0	-7.9	4.1	.	.	-33.7	-0.4
29	CC(OC(=O)c1ccc(Cl)nc1)C(=O)NC(C)(C)C (stereo not drawn)	-0.9	-3.4	-3.1	-6.0	-8.1	0.8	9.6	-1.2	-20.8	2.0
30	O=C(NCc1ccccc1)c1onc(CSc2ccc(Cl)cc2)c1C(=O)NCc1ccccc1	.	4.3	0.7	4.5	19.5	2.8	9.4	-2.9	-29.6	-2.0
31	COc1cccc(CNC(=O)N2CCN(c3ccccc3Cl)CC2)c1	8.1	12.2	-3.8	0.9	-9.2	-13.5	6.8	-6.9	8.8	-0.1
32	Cc1ccc(NC(=O)CSc2nnc(-c3cccs3)o2)cc1S(=O)(=O)N1CCCCC1	0.2	4.3	-0.3	-9.8	-2.6	-6.5	12.6	-1.4	10.9	-0.4
33	COc1ccccc1C(=O)NNC(=O)c1nn(Cc2ccccc2)c(=O)c2ccccc12	4.1	-2.1	-1.9	-12.2	-5.9	-4.5	5.3	-3.9	5.3	3.8
34	COCCCNC(=S)NC(=O)c1ccc([N+](=O)[O-])cc1	0.5	0.3	2.0	4.7	-5.4	11.0	-0.8	0.2	-2.3	2.3
35	COC(=O)c1ccc(CN(c2ccc(C(=O)O)c(O)c2)S(=O)(=O)c2ccc(Cl)c([N+](=O)[O-])c2)cc1	4.3	5.9	2.2	6.2	-1.6	-5.7	-20.7	-0.2	-18.4	-0.1
36	C/C(=N\NC(=O)CC#N)c1cc2ccccc2oc1=O	4.5	0.3	2.3	-2.9	-12.7	-5.5	-0.8	20.1	-22.7	2.5
37	Cc1cccc(NC(=O)Nc2ccc([N+](=O)[O-])cc2)n1	-1.5	-0.6	-0.8	77.2	-8.8	4.9	1.9	19.1	-5.4	-0.1
38	CN(Cc1ccccc1)C(=O)c1ccc(S(=O)(=O)N(C)c2ccccc2)cc1	27.3	-4.7	-1.5	-4.6	-18.0	-10.4	5.6	-2.5	-18.2	0.7
39	Cc1ccc(S(=O)(=O)C(C#N)c2nc3ccccc3nc2N2CCN(C)CC2)cc1 (stereo not drawn)	1.5	-1.3	8.6	-20.6	-2.3	3.3	3.4	.	10.9	-0.2
40	COc1cccc(CNC(=O)CN2C(=O)COc3ccc(S(=O)(=O)N4CCCCC4)cc32)c1	8.8	6.1	2.6	1.8	14.3	-7.1	15.2	-1.9	-1.6	-2.1
41	N#C/C(=C/c1ccc([N+](=O)[O-])cc1)C(N)=O	2.2	1.1	4.8	-1.2	5.2	-7.0	-3.1	-0.3	16.7	1.7
42	CCc1nc(SCC(=O)O)c(C#N)c2c1CCCC2	0.2	-5.4	-1.8	-4.8	-11.5	-3.5	20.3	-2.1	-15.0	0.3
43	Cn1c(SCC(=O)Nc2ccc3c(c2)OCO3)nnc1C(F)(F)F	-1.4	8.7	-2.2	-7.4	3.3	-8.3	-22.1	0.3	-9.4	-1.6
44	COc1ccc(CC(=O)NNC(=O)c2ccc(Br)o2)cc1	0.5	5.0	0.7	-16.8	12.6	5.9	-1.6	0.9	-14.3	0.2
45	CCOC(=O)c1cccc(NC(=O)CSc2nnnn2CC)c1	.	1.4	1.7	-7.4	-9.9	-3.8	-25.5	-1.6	2.2	-0.1
46	COc1ccc(CSC(=N)N)cc1[N+](=O)[O-]	6.6	-0.6	-1.4	-0.9	-7.6	4.9	-53.5	.	-10.8	0.3
47	CCOC(=O)c1ccc(N2C(=O)CC(N3CCC(O)(c4ccc(Cl)cc4)CC3)C2=O)cc1 (stereo not drawn)	.	1.9	0.7	-1.0	-11.9	-11.6	-1.6	-3.7	.	-1.0
48	CCn1c2ccccc2c2cnc(N=CN(C)C)c(C#N)c21	-2.1	-9.0	-0.4	-4.8	-3.8	-3.3	19.8	.	39.3	0.2
